EPAC2 agonist: EPAC2 (human) agonism | EPAC2 activation, biochemical qHTS; response scale: 100% = 6.5 mM cAMP response | actives 0.079% (n = 360,000) | Q8WZA2 | Potency, µM (doses to about 154 µM), for inactives: at the highest dose activation, usual class: activators; note: potency is the fitted concentration of half-maximal effect; nearly all actives have a fitted effect of over 50% in size
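Guanine nucleotide exchange by EPAC2 is measured as reduced fluorescence of BODIPY-GDP once it is released from 250 nM Rap1B. Plates are read kinetically for 30 min at room temperature; results are scaled to 6.5 mM cAMP.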
EPAC1 antag: antagonists of human EPAC1 | O95398 | EPAC1 GEF assay, Rap1b-BODIPY-GDP exchange fluorescence | Potency, µM (doses to about 115 µM), without a hit: at the highest dose activity change, negative = inhibition, actives largely listed as inhibitors | actives 0.14% (n = 360,000) | AID 720709;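 note: potency is the fitted concentration of half-maximal effect; plate controls were vehicle for no effect and positive control for full effect; nearly all actives have a fitted effect of over 50% in size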
CCT chaperon mod: modulators of cytosolic chaperonin (CCT/TRiC) activity; AID 651819; purified chaperonin ATPase assay, HTRF ADP detection, 30 min; actives 0.3% (n = 360,000); activity change, % (concentration not given with the values), hits read low; in the data active = activity change below about -30%; note: % is set by controls: 0 for no effect and ±100 for the full control effect
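TRiC (40 or 20 nM final, by batch activity) in 30 mM Tris pH 7.4, 100 mM KCl, 5 mM MgCl2, 1 mM DTT was treated with compound at 76 uM single dose, then 10 uM ATP, 30 min at 37 °C. ADP was read by HTRF Transcreener.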
IL-2 act: activates IL-2 in a cell-based reporter assay | AID 652025 | actives 0.065% (n = 360,000) | activation, % (series mostly up to about 46 µM) | IL-2 activation reporter assay, cell-based qHTS; stimulated with anti-CD3/CD4/CD28 beads; in transgenic mouse T cells; in the data active = activation above about 50%; inconclusive = mostly about 30% to 49%; note: 0% is about no effect
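Unstimulated transgenic mouse T cells, 750 per well, received compound and, after 60 minutes, anti-CD3/anti-CD4 bead plus anti-CD28 stimulation. EGFP and DsRed were quantified after 18 hours.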
EPAC1 ag: EPAC1 (human) agonism. EPAC1 agonist qHTS, biochemical assay; response scale: 100% = response to 6.5 mM cAMP. Potency, µM (top dose mostly 154 µM), for inactives: at the highest dose activation, most hits filed as activators. actives 0.073% (n = 360,000); note: potency is the fitted concentration of half-maximal effect; nearly all actives have a fitted effect of over 60% in size
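Multi-concentration qHTS readout: loss of Rap1B-bound BODIPY-GDP fluorescence driven by 100 nM EPAC1 with excess GDP (50 uM), monitored kinetically at room temperature; agonist response expressed relative to 6.5 mM cAMP.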
PI5P4Ka inh: inhibitors of human PI5P4K alpha | P48426 | PI5P4Kalpha enzyme, ADP-Glo luminescence, 60 min; hits give low values | max response, % | actives 1.2% (n = 330,000) | AID 652105; active = max response of -50% or lower; inconclusive = between -30% and -50%; inactive = -30% or higher; note: value at the top dose of about 77 µM; % is set by controls: 0 for no effect and ±100 for the full control effect
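Controls without substrate or without enzyme flank wells where PI5P4Kalpha converts substrate using 5 microM ATP (final). Incubation lasts 60 minutes at room temperature; ADP formed is read by ADP-Glo luminescence.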
WRN inhibitor: WRN helicase (human) inhibition; Q14191; WRN helicase unwinding, fluorescent forked duplex, kinetic; Potency, µM (top dose mostly 114 µM), inactives show at the highest dose activity change, negative = inhibition, hits mostly inhibitors; actives 0.46% (n = 360,000); note: potency is the fitted concentration of half-maximal effect; % is set by controls: 0 for no effect and ±100 for the full control effect; nearly all actives have a fitted effect of over 55% in size
Target sequence (Q14191 whole entry, looked up): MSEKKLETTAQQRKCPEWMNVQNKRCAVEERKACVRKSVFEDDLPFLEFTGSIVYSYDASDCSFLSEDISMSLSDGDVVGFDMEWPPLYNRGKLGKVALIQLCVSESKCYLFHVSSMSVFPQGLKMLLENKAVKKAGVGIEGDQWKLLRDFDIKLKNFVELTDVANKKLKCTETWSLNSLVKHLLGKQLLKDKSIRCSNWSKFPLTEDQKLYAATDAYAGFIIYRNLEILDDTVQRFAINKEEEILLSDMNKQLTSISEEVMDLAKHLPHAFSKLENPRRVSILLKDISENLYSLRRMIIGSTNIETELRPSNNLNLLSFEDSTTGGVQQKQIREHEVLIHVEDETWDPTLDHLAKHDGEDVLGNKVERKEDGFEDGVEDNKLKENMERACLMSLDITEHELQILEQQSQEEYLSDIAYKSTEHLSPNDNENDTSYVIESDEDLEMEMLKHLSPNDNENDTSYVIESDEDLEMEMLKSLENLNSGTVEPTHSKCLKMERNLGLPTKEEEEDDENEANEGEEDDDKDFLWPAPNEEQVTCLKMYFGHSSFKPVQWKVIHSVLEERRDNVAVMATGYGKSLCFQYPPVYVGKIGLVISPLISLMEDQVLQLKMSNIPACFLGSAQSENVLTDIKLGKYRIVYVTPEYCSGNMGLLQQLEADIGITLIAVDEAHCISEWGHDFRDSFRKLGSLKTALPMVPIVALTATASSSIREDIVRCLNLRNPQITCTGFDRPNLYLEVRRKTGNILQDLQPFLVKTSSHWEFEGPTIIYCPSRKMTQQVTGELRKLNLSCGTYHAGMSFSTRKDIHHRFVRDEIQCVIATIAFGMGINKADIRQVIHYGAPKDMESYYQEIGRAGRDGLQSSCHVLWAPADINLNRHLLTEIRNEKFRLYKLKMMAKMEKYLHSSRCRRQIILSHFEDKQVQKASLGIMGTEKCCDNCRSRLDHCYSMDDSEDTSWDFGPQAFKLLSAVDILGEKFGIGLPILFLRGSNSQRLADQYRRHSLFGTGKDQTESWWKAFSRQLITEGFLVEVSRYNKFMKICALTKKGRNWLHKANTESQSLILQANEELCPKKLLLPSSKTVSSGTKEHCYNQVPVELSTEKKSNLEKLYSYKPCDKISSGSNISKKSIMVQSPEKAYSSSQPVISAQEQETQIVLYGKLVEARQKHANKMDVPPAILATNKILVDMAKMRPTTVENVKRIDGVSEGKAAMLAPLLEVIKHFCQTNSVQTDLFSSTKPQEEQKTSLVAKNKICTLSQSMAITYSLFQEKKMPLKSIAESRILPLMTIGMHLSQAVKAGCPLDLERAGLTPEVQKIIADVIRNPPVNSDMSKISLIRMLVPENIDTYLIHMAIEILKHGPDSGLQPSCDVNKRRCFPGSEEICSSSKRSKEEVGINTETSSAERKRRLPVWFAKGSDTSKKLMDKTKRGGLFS
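Kinetic red-fluorescence monitoring (525/598 nm) tracks WRN helicase activity after 100 nM fluorophore-quencher forked duplex and 2 mM ATP are added to 20 nM enzyme pretreated 15 min at room temperature with compound.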
PLK1 PBD block: PLK1 (human) polo-box domain binding inhibition | Potency, µM, without a hit: max response, negative = inhibition, actives largely listed as inhibitors | actives 2.8% (n = 360,000) | Plk1 PBD binding of FITC phosphopeptide, fluorescence polarization | P53350; note: potency is the fitted concentration of half-maximal effect; series mostly up to about 57 µM; % is set by controls: 0 for no effect and ±100 for the full control effect; nearly all actives have a fitted effect of over 65% in size
* = called active by the depositor; ? = inconclusive; nt = no result given; [ ] = another dose, or the depositor's remark. Unless noted, calls come from the whole dose curve; as a rule, active = well fitted curve in the direction sought with a large enough effect; inconclusive = small, poorly fitted or top-dose-only effect, or another doubt; inactive = no such curve, though single readings can be large; an effect the other way counts as inactive or inconclusive.

Sample of the layout:
SMILES	EPAC2 agonist	EPAC1 antag	CCT chaperon mod	IL-2 act	EPAC1 ag	PI5P4Ka inh	WRN inhibitor	PLK1 PBD block
CC(=O)c1sc(NS(=O)(=O)c2ccc(C)cc2)nc1C	19%	-5%	-3.7	0.3	7%	-1	-33%	-20%
Cc1ccc(OCCOC(=O)c2cc(S(=O)(=O)N3CCCCC3)ccc2N2CCOCC2)cc1	-1%	-19%	1.1	-3.1	11%	9	-4%	3%
Cc1nn(-c2ccccc2)c2c1C1(C(=O)N3c4c(cccc41)C(C)CC3(C)C)C(C#N)=C(N)O2 (stereo unspecified)	-7%	-21%	-0.7	-0.7	11%	nt	-18%	?
O=S(=O)(c1ccc2nc(Cc3ccccc3)[nH]c2c1)N1CCOCC1	15%	-11%	-8.7	-3.3	0%	nt	-2%[57.1 µM]	1%

All compounds of this part, repeating the preview:
SMILES	EPAC2 agonist	EPAC1 antag	CCT chaperon mod	IL-2 act	EPAC1 ag	PI5P4Ka inh	WRN inhibitor	PLK1 PBD block
CC(=O)c1sc(NS(=O)(=O)c2ccc(C)cc2)nc1C	19%	-5%	-3.7	0.3	7%	-1	-33%	-20%
Cc1ccc(OCCOC(=O)c2cc(S(=O)(=O)N3CCCCC3)ccc2N2CCOCC2)cc1	-1%	-19%	1.1	-3.1	11%	9	-4%	3%
Cc1nn(-c2ccccc2)c2c1C1(C(=O)N3c4c(cccc41)C(C)CC3(C)C)C(C#N)=C(N)O2 (stereo unspecified)	-7%	-21%	-0.7	-0.7	11%	nt	-18%	?
O=S(=O)(c1ccc2nc(Cc3ccccc3)[nH]c2c1)N1CCOCC1	15%	-11%	-8.7	-3.3	0%	nt	-2%[57.1 µM]	1%
Cn1nnnc1SCC(=O)N1N=C(c2cccs2)CC1c1cccs1 (stereo unspecified)	8%	0%	0.4	1.3	2%	-13	-1%	-10%
O=C1CN(C(=O)CSc2nnnn2C2CC2)c2ccccc2N1	7%	-20%	-1.0	0.9	1%	-10	2%	-2%
CCC1(C)Cc2ccccc2-c2c1c(=O)n(Cc1ccccc1)c1nnnn21 (stereo unspecified)	7%	9%	0.2	0.0	-6%	3	5%	-9%
COc1cc(NC(=O)COc2ccccc2Cl)ccc1NC(=O)c1cccs1	3%	4%	-1.1	-0.9	-5%	-2	-5%	-11%
N#CC1(NC(=O)COc2ccc3ccc(=O)oc3c2)CCCCC1	0%	12%	-2.7	4.3	0%	-8	-10%	-1%
CC(C)Cc1nnc(NC(=O)CN2C(=O)C3CCCCC3C2=O)s1 (stereo unspecified)	13%	5%	-1.7	-1.1	0%	0	16%	-5%
COc1ccc(OCc2cc(C(=O)N(C)Cc3cc(C4CC4)n[nH]3)no2)c(Cl)c1	8%	-4%	0.7	0.6	-9%	3	4%	3%
CCN1CCN(Cc2ccccc2NC(=O)Nc2ccc(C)cc2)CC1	-28%	11%	-2.8	-0.4	4%	-4	12%	-2%
CC(Oc1cccc(Cl)c1)C(=O)Nc1ccncc1 (stereo unspecified)	12%	-2%	-1.5	3.6	-3%	-7	9%	-10%
CCOc1ccccc1N(CC(=O)NCCc1ccc(OC)c(OC)c1)S(=O)(=O)c1ccccc1	3%	-15%	-1.8	2.2	2%	13	-2%	0%
O=C(NC1(C(F)(F)F)N=C2SCCN2C1=O)C1CCCCC1 (stereo unspecified)	3%	1%	-1.3	-2.6	-3%	4	-35%	-6%
O=C(Nc1ccccc1F)c1cc(Cl)sc1Cl	6%	-12%	3.7	-3.0	10%	5	-7%	-2%
Cc1ccc(S(=O)(=O)N2C[C@@H](C)[C@]3(C2)[C@H](O)[C@H](OC(=O)NC2CC2)C[C@H]2C(=O)N(c4ccccc4)C(=O)[C@H]23)cc1	8%	-8%	0.1	0.3	11%	-2	-9%	?
COCCCNC(=O)C1c2ccccc2Oc2ccccc21	1%	-10%	-0.9	-0.5	0%	0	3%	-7%
CCOc1ccc(N(CC(=O)NC2CCCC2)C(=O)CCC(=O)Nc2nccs2)cc1	-8%	?	-0.5	-0.3	3%	-5	0%	2%
Cc1ccc(C(=O)OCC(=O)NC(C)C2CC3CCC2C3)cc1N (stereo unspecified)	9%	11%	-3.2	-0.4	1%	0	2%	-9%
CCCc1ccc(OCc2ccc(C(=O)O)o2)c(OC)c1	4%	13%	-1.6	0.2	-4%	5	-3%	-6%
CCCOC(=O)/C(C)=N\NC(=O)c1ccco1	9%	9%	1.8	0.9	0%	2	11%	-5%
Cc1ccccc1-c1nnn(CC(=O)Nc2cccc(S(N)(=O)=O)c2)n1	-1%	2%	-7.9	-0.6	5%	-3	-1%	-3%
CC(C)Oc1ccc(C(=O)NNC(=O)c2ccccc2C(=O)O)cc1	-4%	-21%	-1.1	-1.4	6%	0	-9%	3%
O=C(COC(=O)c1ccc(Cl)c(S(=O)(=O)N2CCCC2)c1)NC1CCCC1	5%	13%	-7.0	0.0	-6%	-3	-3%	-8%
O=C(NCCC1=CCCCC1)C1CCC(CNS(=O)(=O)c2ccccc2)CC1 (stereo unspecified)	0%	-16%	-1.4	0.1	0%	-3	21%	-12%
NNC(=O)c1snnc1-c1ccccc1	11%	-2%	-3.8	1.6	1%	-28	7%	-12%
O=C(COC(=O)c1cc([N+](=O)[O-])ccc1NCc1ccccc1)NCc1ccccc1Cl	8%	-4%	-10	4.0	1%	1	-24%[57.1 µM]	-3%
Fc1cccc(Cc2c(-c3cccc(Br)c3)nc3ccc(Br)cn23)c1	-1%	-21%	-1.4	0.7	-14%	-14	-8%	?
CN(Cc1nc2ccccc2n1C)C(=O)c1cccs1	6%	-11%	-13	-2.6	1%	-2	1%	-8%
Cc1nc([N+](=O)[O-])c(NCCO)n1Cc1ccccc1	6%	-1%	0.2	4.8	8%	-1	-2%	?
COc1ccc(C(=O)Nn2cc3c(c2-c2ccccc2)c(=O)n(C)c(=O)n3C)cc1	9%	-3%	-2.1	-1.3	-1%	nt	-3%	-9%
Cc1ccc(-c2nc(N)s[n+]2-c2ccccc2)cc1	1%	-3%	-0.9	-0.1	-6%	-80*	-5%	3.8µM*
CCOC(=O)C1CCCN(C(=O)CCn2nc(-c3ccccc3)ccc2=O)C1 (stereo unspecified)	6%	12%	-0.1	-3.4	1%	-9	15%	-12%
COc1ccc(-c2noc(COc3ccc(Cl)c(C)c3)n2)cc1	-1%	6%	-1.9	-3.2	-1%	4	4%	-1%
O=c1cc(N2CCCCC2)c(-c2ccccc2)nn1Cc1ccccc1Cl	3%	-30%	1.0	0.0	10%	3	?	-10%
CCN(CC)CCCN=C1N[C@@H](c2cccc(C(F)(F)F)c2)C(C(=O)OC)=C(C)N1CC	1%	3%	-1.0	0.3	9%	9	3%	-1%
OC(CNc1nc(-c2cccnc2)nc2ccccc12)c1ccccc1 (stereo unspecified)	7%	-6%	-2.5	-0.1	-1%	-11	-5%	-2%
COc1ccc(NC(=O)CCCN(C)S(=O)(=O)c2ccc(C)cc2)cc1	24%	-23%	-2.4	-3.7	-3%	-3	-4%	-13%
CCc1nccn1CCC(=O)N1CCCC(Nc2ccc(F)cc2)C1 (stereo unspecified)	1%	7%	-2.3	-2.2	3%	7	-10%[57.1 µM]	-10%
COc1ccc(C(=O)Nc2ccnn2C2CCN(C(=O)C3CCOC3)CC2)cc1 (stereo unspecified)	4%	-3%	-3.2	-3.2	13%	-2	3%	-7%
COC(=O)c1cccc(Nc2ccc([N+](=O)[O-])cn2)c1	5%	11%	0.8	-1.1	4%	-1	-13%	-2%
CC1CCCC(C)N1C(=O)CSc1nnc(-c2c[nH]c3ccccc23)o1 (stereo unspecified)	-4%	-2%	1.8	-0.5	-5%	nt	-11%	4%
CCN(CC)C(=O)CSc1nnc(CNc2ccc(F)cc2)n1Cc1ccco1	-5%	2%	-0.9	-1.3	-2%	-3	-8%	-8%
CCOC(=O)c1cc(NC(=O)CSCCO)ccc1Cl	7%	6%	-1.8	0.1	3%	-11	0%	-24%
CSCC(=O)NC1CCCc2c1cnn2-c1ccc(C)c(C)c1 (stereo unspecified)	6%	-13%	-0.3	-1.4	-7%	-1	19%	-9%
CCc1ccc(N=Nc2ccc(O)c3[nH]cnc23)cc1	-2%	-25%	1.4	0.1	-2%	-9	7%	0%
O=C(CN1C(=O)NC2(CCCC2)C1=O)OCCOc1ccc(Cl)cc1	3%	-7%	-6.3	-1.0	-6%	0	-12%	-1%
Cn1c(SCC(=O)c2ccccc2)nnc1-c1ccc(O)cc1	3%	6%	-2.9	0.6	-5%	-6	-2%	-8%
Cc1ccc2nc(SCC(=O)N3N=C(c4cccs4)CC3c3ccc(F)cc3)nc(=O)n2c1 (stereo unspecified)	7%	-4%	-0.5	0.2	1%	-7	-3%	-10%

Going on with the list:
SMILES	EPAC2 agonist	EPAC1 antag	CCT chaperon mod	IL-2 act	EPAC1 ag	PI5P4Ka inh	WRN inhibitor	PLK1 PBD block
N/C(=N\c1nc2ccccc2o1)NC(=O)c1ccccc1NC(=O)c1ccccc1	5%	-1%	-2.1	-2.5	-8%	-4	12%[57.1 µM]	-9%
NC(=O)C1CCCN(S(=O)(=O)c2ccc3ccccc3c2)C1 (stereo unspecified)	-3%	-6%	0.4	-3.6	-9%	-2	2%	0%
CC(NC(=O)Cn1nc(-c2ccccc2)ccc1=O)c1ccccc1 (stereo unspecified)	2%	4%	-1.7	2.7	-7%	0	-14%	-2%
Cc1ccc(C(=O)C(C)OC(=O)Cn2cnc3c2c(=O)n(C)c(=O)n3C)cc1 (stereo unspecified)	-4%	6%	-6.4	1.2	10%	0	-31%	-9%
Cc1cc(NC(=O)c2sccc2C)n(-c2cccc(Cl)c2)n1	8%	5%	-0.1	-0.2	2%	3	11%	-5%
O=C(CCSc1ccc(Br)cc1)c1ccc(O)cc1	-1%	-8%	-2.0	-4.4	-3%	42	-4%	-23%
COC(=O)C1C(=O)C2=C(CC1C)NC(C)=C(C(=O)OC(C)C)C2c1ccc(OC)c(O)c1 (stereo unspecified)	3%	9%	-5.3	-3.2	5%	nt	-1%	3%
CCOc1c(C)cc(S(=O)(=O)NCc2cccnc2)c(C)c1C	10%	3%	-1.5	-0.8	5%	-5	-3%	-6%
CN(CCCC(=O)NCc1ccccc1)S(=O)(=O)c1ccc([N+](=O)[O-])cc1	0%	17%	-1.4	0.4	-10%	0	0%	10%
N#C/C(=C\c1ccc(OCc2ccccc2)cc1)C(N)=O	18%	-16%	-0.3	12	10%	-63*	-18%	9.5µM*
O=C(COC(=O)c1ccc(O)cc1)Nc1ccc(Cl)cc1	5%	10%	-2.8	-2.9	8%	-1	-7%	5%
Cc1nc2ccc(C(=O)Nc3ccc4c(c3)OCC(=O)N4)cn2c1N(C)C(=O)CCc1ccccc1	10%	-13%	-1.3	-0.4	-10%	0	-9%	-4%

Assay outcomes as filed in PubChem BioAssay.

Some of the compounds tested, so the mix of outcomes need not match the whole.
